Screens: PubChem BioAssay, Sanford-Burnham Center for Chemical Genomics
tim10-1 inh: tim10-1 yeast growth inhibition | S. cerevisiae tim10-1 ts strain growth, BacTiter-Glo, 24 h | inhibition, % at 20 µM | 330,000 compounds, 2.2% hits;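 active = inhibition of at least 40%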;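 also: mutant grown at 25 °C; 0% = DMSO wells with yeast and 100% = wells holding no yeast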
mIAP block: blocks mouse intestinal alkaline phosphatase. inhibition, % at 10 µM. AID 2806. 330,000 compounds, 0.2% hits. purified mouse IAP, CDP-Star luminescence, 30 min;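 active = inhibition of at least 40% at 10 µM in the primary screen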;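 also: plate controls were DMSO with enzyme for no effect and no enzyme wells for full effect; values of inactives mirror those of a sister screen read the other way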
NLRP3 yeast inh: blocks the NALP3 inflammasome reconstituted in yeast; Yeast reconstituted NLRP3/ASC/caspase-1, beta-gal luminescence, 24 h; inhibition, % at 10 µM; 330,000 compounds, 0.39% hits;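 active = inhibition of 50% or more; inactive = inhibition below 50%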;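 also: plate controls were induced DMSO wells for no effect and uninduced yeast grown without galactose for full effect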
Apaf1 inhib: human Apaf-1 inhibition. O14727. reconstituted apoptosome caspase-3 activity, DEVD-Rh110 fluorescence. inhibition, % at 20 µM. 330,000 compounds, 0.71% hits; active = inhibition of at least 40% at 20 µM;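 also: plate controls were DMSO wells for no effect and DEVD-CHO caspase inhibitor wells for full effect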
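System: reconstituted apoptosome with Apaf-1, cytochrome c, caspase-9, procaspase-3, dATP; Signal: Rh110 fluorescence intensity; Schedule: 30 min compound preincubation, 50 min activation, room temperature; Reagent: cytochrome c trigger plus (Z-DEVD)2-Rh110 caspase-3 substrate.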
ATG4B inh: blocks human ATG4B protease cleavage of LC3 substrate; Q9Y4P1; ATG4B cleavage of LC3-PLA2, NBD-HPC fluorescence, 1 h; inhibition, % at 8.33 µM; 340,000 compounds, 0.51% hits; AID 504462; in the data active = inhibition above about 40%
Target sequence (Q9Y4P1 whole entry, looked up): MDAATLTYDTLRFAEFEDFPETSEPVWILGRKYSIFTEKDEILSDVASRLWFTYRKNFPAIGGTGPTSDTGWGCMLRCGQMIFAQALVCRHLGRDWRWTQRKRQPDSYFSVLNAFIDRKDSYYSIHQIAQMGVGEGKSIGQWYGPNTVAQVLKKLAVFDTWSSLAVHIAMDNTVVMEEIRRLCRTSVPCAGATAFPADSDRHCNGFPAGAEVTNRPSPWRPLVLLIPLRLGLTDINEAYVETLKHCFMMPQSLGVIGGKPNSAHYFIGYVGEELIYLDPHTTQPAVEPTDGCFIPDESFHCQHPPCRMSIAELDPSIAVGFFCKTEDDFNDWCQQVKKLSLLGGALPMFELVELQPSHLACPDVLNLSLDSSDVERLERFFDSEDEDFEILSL
hIAP inh: human IAP inhibition | P09923 | AID 2544 | 330,000 compounds, 0.12% hits | inhibition, % at 10 µM | purified IAP, CDP-Star luminescence, 30 min;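 active = inhibition reaching a set limit with compound at 10 µM in the primary screen, cut at about 35% in these data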;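 also: plate controls were DMSO wells with enzyme for no effect and no-enzyme buffer wells for full effect; values of inactives mirror those of a sister screen read the other way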
Target sequence (P09923 whole entry, looked up): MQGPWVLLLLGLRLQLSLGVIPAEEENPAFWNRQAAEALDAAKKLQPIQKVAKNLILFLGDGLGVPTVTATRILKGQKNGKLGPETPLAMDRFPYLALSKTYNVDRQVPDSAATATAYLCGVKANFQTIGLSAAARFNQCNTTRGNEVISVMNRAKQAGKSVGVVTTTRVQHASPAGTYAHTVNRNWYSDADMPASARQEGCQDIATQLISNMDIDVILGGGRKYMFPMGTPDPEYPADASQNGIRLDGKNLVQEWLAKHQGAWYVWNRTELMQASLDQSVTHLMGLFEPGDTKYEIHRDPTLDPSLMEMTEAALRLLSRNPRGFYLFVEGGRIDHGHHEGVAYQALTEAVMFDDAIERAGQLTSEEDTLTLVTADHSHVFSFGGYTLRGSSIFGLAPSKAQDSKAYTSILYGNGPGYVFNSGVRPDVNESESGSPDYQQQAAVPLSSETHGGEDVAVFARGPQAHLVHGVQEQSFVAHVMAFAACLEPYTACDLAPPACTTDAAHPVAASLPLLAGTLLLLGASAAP
TIM10 inh: TIM10 yeast growth inhibition | inhibition, % at 10 µM | 330,000 compounds, 1.4% hits | S. cerevisiae TIM10 strain growth, BacTiter-Glo luminescence, 24 h;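 active = inhibition of 40% or more at the single tested concentration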;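 also: wild-type TIM10 isogenic control strain grown at permissive 25 °C; 0% = DMSO yeast wells and 100% = minimal medium wells without yeast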
mIAP activ: mouse IAP activation; muIAP, CDP-Star luminescence, 30 min; stronger effect = higher value; 1 = vehicle-only enzyme signal, 0 = enzyme-free wells; activation factor at 10 µM; 330,000 compounds, 0.24% hits;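 active = activation factor of at least 2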; also: the source names both 10 and 20 µM as test concentration; values of inactives mirror those of a sister screen read the other way
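System: mouse IAP enzyme. Reagent: CDP-Star chemiluminescent phosphatase substrate. Benchmarks: DMSO wells, no-enzyme wells. Times: 30 min enzyme-substrate-compound incubation at room temperature. Detection: luminescence from enzymatic CDP-Star hydrolysis. Doses: test compounds delivered from DMSO solution.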
hIAP act: increases human intestinal alkaline phosphatase activity. purified human IAP, CDP-Star luminescence, 30 min; stronger effect = higher value; 1 = vehicle-only enzyme, 0 = enzyme-free background. activation factor at 10 µM. 330,000 compounds, 0.16% hits. AID 2524;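 active = activation factor of the enzyme at least 2-fold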; also: the source names both 10 and 20 µM as test concentration; values of inactives mirror those of a sister screen read the other way
* hit, by the source's call; · = not tested or not shown.

cpd	molecule	tim10-1 inh	mIAP block	NLRP3 yeast inh	Apaf1 inhib	ATG4B inh
1	CCN(CC(=O)Nc1ccc2c(c1)OCCO2)C(=O)/C=C/c1cccc(Br)c1	18.8	2.6	16.9	16.7	-1.8
2	COc1ccc(/C=C/c2ccc(=O)n(Cc3ccccc3)n2)cc1	40.1*	1.2	13.1	7.6	-9.4
3	CCOC(=O)c1sc2ccccc2c1OC(=O)c1ccc(C)cc1	11.1	-4.3	-23.7	15.3	16.0
4	OCCNc1nc(Cl)nc(NCc2ccco2)n1	15.1	2.5	8.5	9.4	0.8
5	O=C(CN1CCN(S(=O)(=O)c2ccc(Br)cc2)CC1)Nc1ccc(F)cc1	28.6	2.8	7.6	12.3	-6.6
6	CCn1c(Cn2nnc(-c3ccccc3)n2)nnc1SCC(=O)Nc1ccc(N(C)C)cc1	-4.6	1.7	4.1	12.1	-9.3
7	Cc1nn(C)c(C)c1S(=O)(=O)N(CC(=O)NCc1ccco1)c1ccc(C(C)C)cc1	-6.8	10.6	1.8	3.1	·
8	CC(C)COC(=O)n1ccc(C(=O)N2CCCCC2)n1	5.6	-6.6	14.1	-3.5	9.7
9	CCCOc1ccc(N2C(=O)CC(N(Cc3ccccc3)N=O)C2=O)cc1 (centres undefined)	17.5	-1.4	11.0	-4.4	-0.7
10	COc1ccc(-c2cc(=O)oc3cc(OC(C)C(=O)O)ccc23)cc1 (centres undefined)	16.2	4.2	22.9	5.5	-10.5

cpd	hIAP inh	TIM10 inh	mIAP activ	hIAP act
1	-18.8	7.3	0.974	1.19
2	-11.9	-0.2	0.988	1.12
3	14.3	4.9	1.04	0.857
4	-8.9	-6.4	0.975	1.09
5	-15.5	-1.4	0.972	1.16
6	12.3	-19.6	0.983	0.877
7	1.7	-6.5	0.894	0.983
8	-16.0	11.4	1.07	1.16
9	-56.4	21.4	1.01	1.56
10	-16.2	-14.4	0.958	1.16

Part of the list above, set out differently:
entry	Compound	tim10-1 inh	mIAP block	NLRP3 yeast inh	Apaf1 inhib	ATG4B inh	hIAP inh	TIM10 inh	mIAP activ	hIAP act
10	COc1ccc(-c2cc(=O)oc3cc(OC(C)C(=O)O)ccc23)cc1 (centres undefined)	16.2	4.2	22.9	5.5	-10.5	-16.2	-14.4	0.958	1.16
4	OCCNc1nc(Cl)nc(NCc2ccco2)n1	15.1	2.5	8.5	9.4	0.8	-8.9	-6.4	0.975	1.09
2	COc1ccc(/C=C/c2ccc(=O)n(Cc3ccccc3)n2)cc1	40.1*	1.2	13.1	7.6	-9.4	-11.9	-0.2	0.988	1.12

Next section.
cpd	molecule	tim10-1 inh	mIAP block	NLRP3 yeast inh	Apaf1 inhib	ATG4B inh
11	O=C(CCc1ccccc1)NC(=S)Nc1cccc(C(=O)O)c1	-1.3	3.2	16.0	12.1	-4.1
12	NS(=O)(=O)c1ccc(NS(=O)(=O)c2ccc3c(c2)OCCO3)cc1	1.9	-7.0	18.0	1.9	-2.5
13	COc1cc(NS(=O)(=O)c2ccc(NC(=O)C34CC5CC(CC(C5)C3)C4)cc2)ncn1	-5.9	5.1	1.9	-8.3	0.7
14	Cc1onc(C(=O)Nc2sc3c(c2C#N)CCCC3)c1[N+](=O)[O-]	29.5	1.8	8.4	12.8	-14.2
15	Cc1ccc(S(=O)(=O)N2CCCCC2)cc1NC(=O)c1nn(C)c(=O)c2ccccc12	1.2	13.0	24.0	21.1	3.9
16	CCCCC(=O)N1CCCC(c2nc(-c3cccc(OC)c3)no2)C1 (centres undefined)	21.7	2.5	-33.0	5.4	-8.5
17	O=C(COC(=O)COc1ccc(Cl)cc1)NC1CC1	-4.6	-4.7	11.1	0.7	-4.3
18	COc1cccc(Nc2nc(C)nc3c2oc2ccccc23)c1	43.2*	3.3	10.1	9.6	19.3
19	COc1ccccc1Cn1[nH]nnc1=S	0.0	-7.2	-1.0	-5.1	3.9
20	CCOc1ccc(-n2c(SCC(=O)Nc3cc(C)on3)nc3c([nH]c4ccccc43)c2=O)cc1	-0.6	2.8	1.1	6.7	1.7

cpd	hIAP inh	TIM10 inh	mIAP activ	hIAP act
11	19.8	-3.7	0.968	0.802
12	6.0	-5.3	1.07	0.94
13	9.6	1.4	0.949	0.904
14	19.2	17.4	0.982	0.808
15	-4.5	-10.2	0.87	1.04
16	12.1	18.9	0.975	0.879
17	6.0	-4.6	1.05	0.94
18	6.4	24.0	0.967	0.936
19	5.8	-1.2	1.07	0.942
20	11.2	0.8	0.972	0.888

The list continues.
cpd	molecule	tim10-1 inh	mIAP block	NLRP3 yeast inh	Apaf1 inhib	ATG4B inh
21	CO/N=C(/CNC(=O)c1cccc(Cl)c1)c1ccc(Cl)cc1	13.2	-0.8	-5.4	3.2	1.9
22	COc1ccc2c(c1)c(=O)oc1cc(OCC(=O)N3CCC(C)CC3)ccc12	20.0	-4.7	4.1	32.2	-5.9
23	Cn1nccc1CNC(=O)c1ccnn1C	3.4	1.0	24.3	-1.6	7.8
24	O=C1COc2ccc(C(=O)CSc3nc4ccccc4c(=O)n3-c3ccc(Cl)c(Cl)c3)cc2N1	23.7	10.1	5.8	12.5	3.4
25	CNc1nc(-c2ccc(Cl)cc2)cs1	25.3	-9.1	7.9	14.1	-7.5
26	COCCNC(=O)CN1C(=O)CSc2cc(S(=O)(=O)N3CCCCCC3)ccc21	3.8	-6.8	19.0	-3.2	1.8
27	Cc1cc(C(=O)NCc2ccc3c(c2)OCO3)n(-c2ccccc2)n1	16.7	5.6	7.6	1.6	-5.2
28	COc1ccc(CN(C(=O)c2ccc(C)cc2)c2cccc(N)c2)cc1	5.0	-0.9	18.0	30.2	-7.2
29	COc1ccc(CNC(=O)C23CN(Cc4ccccc4)CC2C(c2ccc([N+](=O)[O-])cc2)=NO3)cc1 (centres undefined)	23.2	-0.7	10.7	19.1	9.8
30	C1CCN(c2nc(N3CCCCC3)nc(N3CCNCC3)n2)CC1	5.2	-7.7	19.8	3.7	-7.5

cpd	hIAP inh	TIM10 inh	mIAP activ	hIAP act
21	-7.2	-9.8	1.01	1.07
22	14.1	-15.2	1.05	0.859
23	13.3	-13.7	0.99	0.867
24	15.7	10.8	0.899	0.843
25	-20.9	6.1	1.09	1.21
26	8.2	0.1	1.07	0.918
27	11.0	5.7	0.944	0.89
28	3.3	-5.4	1.01	0.967
29	-1.0	7.7	1.01	1.01
30	7.2	-5.9	1.08	0.928

New compounds follow.
cpd	molecule	tim10-1 inh	mIAP block	NLRP3 yeast inh	Apaf1 inhib	ATG4B inh
31	NNC(=S)NCc1ccccc1	-1.3	-1.9	8.8	-18.2	-3.2
32	Cc1cc(CNC(=O)C2(C(F)(F)F)CC(CCCO)CCCO2)nn1C (centres undefined)	-1.7	1.0	21.1	5.2	7.7
33	N#C/C(=C\c1cc2c(cc1Br)OCO2)C(=O)NCC1CCCO1 (centres undefined)	67.2*	-4.5	21.8	-19.8	-1.2
34	Cc1ccc(C(=O)Oc2ccc(/C=C3\C(=N)N4N=C(N5CCOCC5)SC4=NC3=O)cc2)cc1	12.7	10.7	7.1	17.9	-3.2
35	Cc1[nH]nc2c1C(=O)CCC2	-3.0	-6.0	4.2	-1.4	15.0
36	COc1cccc(/C=N/NC(=O)c2[nH]nc3c2CCc2ccccc2-3)c1	-22.6	-1.9	7.2	-5.0	6.8
37	c1ccc2c(c1)Nc1cc3ccccc3cc1S2	5.2	4.3	28.6	8.3	-0.8
38	CN(C(=O)COc1ncnc2ccccc12)C1CCCCC1	3.8	-3.3	9.1	-2.9	11.5
39	CCN(CC)C(=O)Cn1cc(C(=O)C2CC2)c2ccccc21	7.2	1.7	-0.7	-6.5	-2.6
40	CCc1nc(C)ccc1OC(=O)C12CC3CC(CC(C3)C1)C2	25.5	0.4	23.1	9.9	10.8

cpd	hIAP inh	TIM10 inh	mIAP activ	hIAP act
31	-0.4	-12.0	1.02	1
32	1.5	1.6	0.99	0.985
33	4.0	64.7*	1.04	0.96
34	15.6	15.0	0.893	0.844
35	13.7	-13.9	1.06	0.863
36	-21.5	11.2	1.02	1.22
37	-3.1	-9.1	0.957	1.03
38	-10.2	2.4	1.03	1.1
39	6.3	-2.1	0.983	0.937
40	-2.6	14.1	0.996	1.03

(more compounds)
cpd	molecule	tim10-1 inh	mIAP block	NLRP3 yeast inh	Apaf1 inhib	ATG4B inh
41	COc1ccc(S(=O)(=O)Nc2cc3c4c(c2)CCC(=O)N4CCC3)cc1	-16.3	6.1	13.7	5.5	-3.7
42	CC(C)c1ccccc1NC(=O)CNCCOc1ccccc1F	13.6	3.6	2.6	4.2	3.8
43	Cc1cnc(NC(=O)c2cccc(S(=O)(=O)N3CCOCC3)c2)s1	19.2	5.4	10.7	6.5	-1.6
44	CC(=O)Nc1nc2ccc(C(=O)NC3CCCCC3)cc2s1	8.7	9.2	17.5	1.6	-5.1
45	CC(C)OP(=O)(OC(C)C)C(O)c1cccc([N+](=O)[O-])c1 (centres undefined)	-12.1	-2.2	-4.8	-14.9	0.4
46	CC(C)c1ccc(NS(=O)(=O)c2ccc3c(c2)NC(=O)CO3)cc1	26.1	0.9	16.4	21.7	-15.8
47	CCOC(=O)c1sc(=S)n(C)c1NC(=O)c1ccccc1	28.8	7.0	8.7	1.5	-6.3
48	CN(C)C(=O)c1ccc(NC(=O)COC(=O)C2(c3ccccc3)CCCC2)cc1	32.8	-15.4	5.5	24.8	-5.0
49	Cc1ccc(CSc2nc3ccccc3c(=O)n2Cc2ccco2)cc1	-16.5	5.7	13.7	8.9	0.2
50	COc1ccc(-c2csc(NC(C)c3nc4cc(Cl)c(Cl)cc4n3CCOCCO)n2)cc1 (centres undefined)	24.4	-3.9	17.6	11.4	-9.9

cpd	hIAP inh	TIM10 inh	mIAP activ	hIAP act
41	15.8	3.3	0.939	0.842
42	-5.7	18.7	0.964	1.06
43	-8.9	20.1	0.946	1.09
44	4.8	3.0	0.908	0.952
45	-11.8	-7.3	1.02	1.12
46	17.2	-7.1	0.991	0.828
47	18.0	-4.4	0.93	0.82
48	-12.3	20.6	1.15	1.12
49	19.7	-12.2	0.943	0.803
50	13.6	9.0	1.04	0.864

Going on with the list:
cpd	molecule	tim10-1 inh	mIAP block	NLRP3 yeast inh	Apaf1 inhib	ATG4B inh
51	c1ccc(OCCCn2ccnc2)cc1	-12.5	-15.1	11.2	0.4	0.5
52	O=C(C1=NN[C@@H]2C(=O)N(Cc3ccccc3)C(=O)[C@H]12)c1ccc([N+](=O)[O-])cc1	5.8	8.9	10.0	-11.5	1.2
53	CSc1cc(C)c(OCC(=O)Nc2ccc(NC(C)=O)cc2)c(C)c1	7.5	-1.7	12.0	3.5	-3.6
54	COCC(C)NC(=O)c1ccc(Cl)c(Cl)c1 (centres undefined)	4.2	-1.4	-1.4	-2.0	6.4
55	Cc1ccccc1NC(=O)c1cc[n+]([O-])cc1	19.7	-4.1	12.8	-4.2	3.5
56	CC1CCCCN1CCCNC(=O)c1ccc(NC(=O)C2=CSCCO2)cc1 (centres undefined)	4.4	5.2	10.0	-1.4	-6.3
57	C1CSC2(N1)C1CC3CC2CC(C1)C31NCCS1 (centres undefined)	2.6	3.3	39.7	0.9	-3.1

cpd	hIAP inh	TIM10 inh	mIAP activ	hIAP act
51	1.6	-0.1	1.15	0.984
52	-1.7	16.7	0.911	1.02
53	4.1	2.8	1.02	0.959
54	6.5	-3.0	1.01	0.935
55	-9.3	-11.2	1.04	1.09
56	-13.9	-4.4	0.948	1.14
57	-8.7	-13.3	0.967	1.09
